High-throughput results from PubChem.
TLR4 MyD88 comp = inhibitors of TLR4-MyD88 association in cells, primary screen, cell-based, HeLa CL3-4, BLA complementation, FRET ratio; HeLa CL3-4 TLR4/MyD88 BLA complementation; 200,000 tested, 0.18% active; Toll-like receptor 4 (Homo sapiens) + Myeloid differentiation primary response protein …; inhibition, % at 8.4 µM; in the data active means inhibition above about 25%;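 further: 0% = vehicle and 100% = reference inhibitor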
Target sequence (O00206 whole entry, looked up): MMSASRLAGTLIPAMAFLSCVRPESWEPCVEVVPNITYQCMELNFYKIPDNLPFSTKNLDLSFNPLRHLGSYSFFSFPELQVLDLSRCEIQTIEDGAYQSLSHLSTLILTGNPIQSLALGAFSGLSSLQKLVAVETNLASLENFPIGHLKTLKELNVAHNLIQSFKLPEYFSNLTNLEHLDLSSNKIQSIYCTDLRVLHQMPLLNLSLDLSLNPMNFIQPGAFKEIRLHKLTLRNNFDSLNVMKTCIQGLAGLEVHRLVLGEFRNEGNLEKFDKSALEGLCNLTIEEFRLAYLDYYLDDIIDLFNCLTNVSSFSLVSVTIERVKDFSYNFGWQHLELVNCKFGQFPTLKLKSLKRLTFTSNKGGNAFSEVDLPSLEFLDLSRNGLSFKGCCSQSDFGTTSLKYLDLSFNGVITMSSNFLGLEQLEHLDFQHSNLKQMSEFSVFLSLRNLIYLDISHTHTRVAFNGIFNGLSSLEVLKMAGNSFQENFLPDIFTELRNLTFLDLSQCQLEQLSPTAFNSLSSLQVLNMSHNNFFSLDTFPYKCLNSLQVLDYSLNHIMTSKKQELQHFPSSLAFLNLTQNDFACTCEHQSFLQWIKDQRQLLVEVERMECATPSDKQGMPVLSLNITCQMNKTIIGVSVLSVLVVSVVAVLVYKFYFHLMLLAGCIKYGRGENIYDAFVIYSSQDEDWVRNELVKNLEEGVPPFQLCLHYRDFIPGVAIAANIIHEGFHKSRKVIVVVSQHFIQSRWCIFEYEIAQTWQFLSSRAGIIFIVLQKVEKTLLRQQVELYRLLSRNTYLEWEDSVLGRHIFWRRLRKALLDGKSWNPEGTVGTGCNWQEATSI
Target sequence (Q99836 whole entry, looked up): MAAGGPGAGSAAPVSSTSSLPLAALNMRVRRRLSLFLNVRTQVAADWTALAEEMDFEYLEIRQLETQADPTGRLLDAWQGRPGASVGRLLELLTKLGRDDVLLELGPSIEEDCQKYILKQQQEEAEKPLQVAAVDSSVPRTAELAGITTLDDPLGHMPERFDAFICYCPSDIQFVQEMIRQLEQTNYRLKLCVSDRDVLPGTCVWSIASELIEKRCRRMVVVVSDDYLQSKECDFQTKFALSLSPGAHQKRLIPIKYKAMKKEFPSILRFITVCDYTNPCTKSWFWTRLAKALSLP
S1P3 antag = S1P3 receptor antagonists, primary screen, cell-based. inhibition, % at 4.98 µM. 170,000 tested, 0.27% active. CHO S1P3 NFAT-BLA reporter, FRET fluorescence, antagonist mode. AID 485, 2006. Sphingosine 1-phosphate receptor 3 (Homo sapiens), Q99500;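 active means inhibition above the plate cutoff, the mean inhibition of test wells on that plate plus 3 SD, cut at about 28% in these data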;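 further: cells challenged with S1P at its EC80 of 0.8 µM; blue over green emission ratio from cleaved BLA substrate after 4 h stimulation; 0% = S1P-stimulated wells and 100% = unstimulated DMSO-only wells; some compounds past the cut are filed as inactive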
STAT3 act = IL-6 driven STAT3 reporter potentiators, primary screen, U3A cells, luciferase, luminescence, MLSCN library. IL-6 STAT3-luciferase reporter; 100% = signal with IL-6 EC80 alone. activation (% of control), % at 5.6 µM. 190,000 tested, 0.91% active. AID 871, 2007;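 active means activation above the screen-wide mean of compound activation plus 3 SD, cut at about 130% in these data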;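 further: 0% = background luminescence of wells with medium and substrate only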
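Material: STAT3-luciferase reporter U3A cells; Probe or stimulus: IL-6 (33 ng/mL); Incubation: compound pre-incubation 1 h before IL-6, then 6 h stimulation at 37 °C; Technique: luminescence from STAT3-driven luciferase reporter; Evaluation: % activation versus median of IL-6-stimulated wells; Controls: IL-6-only high control.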
STAT3 inh = IL-6 driven STAT3 reporter inhibitors, primary screen, U3A cells, luciferase, luminescence, MLSCN library. IL-6 STAT3-luciferase reporter; host cell line lacks STAT1. inhibition, % at 5.5 µM. 190,000 tested, 0.89% active. AID 862, 2007;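 active means inhibition above the mean inhibition across all screened compounds plus 3 SD, cut at about 44% in these data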;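 further: 0% = DMSO only wells and 100% = 100 µM nifuroxazide control wells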
PPARg SRC-1 ag = PPARgamma agonists recruiting SRC-1 coactivator, primary screen, biochemical | Peroxisome proliferator-activated receptor gamma (Homo sapiens), P37231 | PPARgamma-SRC-1 coactivator recruitment biochemical assay | activation, % at 8 µM | 200,000 tested, 0.41% active | AID 631, 2007; in the data active means activation above about 19%;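 further: 0% = DMSO and 100% = reference agonist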
STAT1 inh = STAT1 signaling inhibitors, primary screen, cell-based, HTS, luciferase reporter. NIH 3T3 STAT1-luciferase reporter, IFN-gamma, luminescence. inhibition, % at 5.5 µM. 200,000 tested, 0.35% active;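 active means inhibition above a set limit, the mean inhibition across all tested compounds plus 3 SD, cut at about 34% in these data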;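 further: 0% = IFN-gamma with DMSO and 100% = IFN-gamma with 300 µM nifuroxazide; values of inactives mirror those of a sister screen read the other way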
ROMK primary = ROMK potassium channel modulators, primary screen, cell-based, thallium flux, MLSMR library; Tet-inducible ROMK, thallium flux fluorescence; actives lie on both sides; ATP-sensitive inward rectifier potassium channel 1 (Homo sapiens), P48048; B-score at 10 µM; 130,000 tested, 2% active;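 active means signal ratio slope over the read window, or its plate-corrected B-score, at least 3 SD from the plate mean, either direction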;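 further: B-score of the F/F0 ratio slope over 7 to 12 s after thallium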
PPARg SRC-3 ag = PPARgamma agonists recruiting SRC-3 coactivator, primary screen, biochemical; Peroxisome proliferator-activated receptor gamma (Homo sapiens), P37231; biochemical PPARgamma/SRC-3 coactivator recruitment assay; activation, % at 8 µM; 200,000 tested, 0.26% active; in the data active means activation above about 23%;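 further: 0% = DMSO and 100% = reference agonist; some compounds past the cut are filed as inactive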
PPARg SRC-2 ag = agonists of PPARg-SRC-2 recruitment, primary screen, biochemical, HTS. Peroxisome proliferator-activated receptor gamma (Homo sapiens), P37231. PPARgamma LBD-SRC-2 recruitment. 200,000 tested, 0.34% active. activation, % at 8 µM; in the data active means activation above about 22%;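 further: 0% = vehicle and 100% = reference agonist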
TR-FRET SRC-2 ct = TR-FRET signal artefacts, primary screen, artefact control for PPARgamma SRC-2 agonist project, biochemical; TR-FRET artefact counter-screen; active compounds read high; TR-FRET ratio at 8 µM; 200,000 tested, 0.4% active; AID 1049, 2008; in the data active means TR-FRET ratio above about 2000; further: inactives centre near 1500
RAM inhibit = inhibitors of the yeast RAM network, primary screen, dse1pr::URA3 reporter, 5-FOA selection. S. cerevisiae dse1pr::URA3 reporter, 5-FOA growth OD615, 2 d; analog-sensitive cbk1-as2 kinase mutant strain. inhibition, % at 50 µM. 190,000 tested, 1.8% active. AID 868, 2007;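 active means inhibition above a set limit, 3 SD over mean compound inhibition, cut at about 8.4% in these data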;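 further: 0% = DMSO-only wells with no growth and 100% = 10 µM 1-NA-PP1 full growth; inhibition rescues growth on 5-FOA so higher OD means more RAM inhibition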
* marks the source's active call; other numbers are inactive results; . = no result given.

SMILES	TLR4 MyD88 comp	S1P3 antag	STAT3 act	STAT3 inh	PPARg SRC-1 ag	STAT1 inh	ROMK primary	PPARg SRC-3 ag	PPARg SRC-2 ag	TR-FRET SRC-2 ct	RAM inhibit
COc1ccc2cc(C(=O)COC(=O)COc3ccc4c(C)cc(=O)oc4c3)ccc2c1	2	1	94	3	2	-2	.	2	5	1607	1.5
Cc1ccnc(NCn2nnc3ccccc32)c1	-17	.	103	0	-1	-4	.	-7	2	1445	1.2
CCCCCCCN(C(=O)CCl)c1ccccc1C	-8	-3	104	-10	12	3	.	-3	10	1647	0.9
CCn1ncc(Br)c1C(=O)Nc1ccccc1C(=O)OC	-14	.	100	2	3	5	.	1	12	1556	.
Cc1cc(NCc2ccco2)nc2cc(O)ccc12	6	-4	100	0	8	1	.	2	0	1801	2.5
CCN(CC)C(=O)c1ccc(/C=C/c2c[nH]c3ccccc23)[n+](C)c1	1	-2	117	-14	3	-3	.	-2	6	1478	-1.4
COC(=O)c1[nH]c2ccccc2c1NS(=O)(=O)c1ccc(OC)cc1OC	3	18	149*	-57	6	12	.	-7	14	1558	3.0
O=C(NCCCO)C12CC3CC(CC(C3)C1)C2	1	.	103	-1	-6	-4	0.27	10	13	1377	.
CC(=C/c1ccco1)/C=N/NC(=O)CSc1nnc(SCc2ccc(C)cc2)s1	-19	-24	100	-1	10	-9	.	6	7	1642	1.3
CCc1nc2ccccc2c(=O)n1NC(=O)c1c(O)c2ccccc2n(CC)c1=O	3	21	98	8	2	6	-0.26	3	8	1673	1.8
CC1CCN(CC(=O)Nc2ccccc2C#N)CC1	17	-5	96	8	-7	-1	-0.43	-1	6	1695	0.1
CCNC(=O)COC(=O)CCC(=O)c1cccs1	-1	-13	100	-3	3	-9	0.25	6	10	1578	0.7
COC(=O)c1ccc(-c2noc(CN3CCCC(CNC(C)=O)C3)n2)cc1 (stereo not drawn)	9	9	95	10	-7	-13	0.27	2	-1	1261	1.5
Cc1cc(C)n(-c2nc(NCC3CCCO3)c3c4c(sc3n2)COC(C)(C)C4)n1 (stereo not drawn)	-11	16	96	5	5	4	-0.32	6	3	1623	2.9
CCOc1cc(-n2cnnn2)c(OCC)cc1NC(=O)c1cc2ccc(N(CC)CC)cc2oc1=O	-5	.	105	-6	-2	-4	.	-18	-4	1474	.
COC(=O)CCC(=O)Nc1cc(S(=O)(=O)Nc2ccc(Cl)cc2)ccc1N1CCOCC1	-7	-5	101	0	-2	-9	0.22	2	3	1344	6.3
CC(NS(=O)(=O)c1ccc(OCC(=O)N2CCOCC2)c(Cl)c1)c1ccccc1 (stereo not drawn)	-7	10	98	5	4	-1	0.22	3	12	1610	-0.2
O=C(NC1CCCCCCC1)c1ccccc1-c1ccccc1	0	5	100	-3	3	7	-1.2	3	14	1676	2.5
COc1ccc(N2CCN(C(=O)CCNC(=O)c3ccccc3)CC2)cc1	0	5	102	7	10	11	0.025	2	0	1516	0.6
O=C(NC1CCCCC1)C1CCCN1C(=O)NCc1ccccc1 (stereo not drawn)	14	1	101	3	-3	-6	.	-1	4	1383	3.3
CC(=O)OC[C@H]1O[C@@H](n2ncc(=O)[nH]c2=O)[C@H](OC(C)=O)[C@@H]1OC(C)=O	-16	0	112	-12	10	-45	.	-2	6	1567	1.2
CCc1ccc(-n2cccc2/C=C2/C(=N)N3C(=NC2=O)SN=C3S(C)(=O)=O)cc1	-7	11	102	2	8	2	0.16	7	13	1698	11*
COc1ccc(CC(=O)N/N=C/c2cccn2-c2ccc([N+](=O)[O-])cc2)cc1OC	2	2	94	2	2	-1	.	2	5	1480	1.0
NC(=O)C1CCN(c2ccc([N+](=O)[O-])cc2Cl)CC1	-1	-10	99	2	-3	8	-0.047	0	-10	1527	2.0
CCOC(=O)N1CCC(N2Cc3cccc(C(=O)Nc4cccc(F)c4)c3C2=O)CC1	16	-11	90	22	-6	6	0.65	4	-2	1615	3.1
NC(=O)NC(=O)COC(=O)CCSc1ccccc1	4	2	108	-4	6	-5	0.62	4	10	1615	1.9
O=C(Nc1ccc(Cl)cc1)N1CC=CCC1	-1	-21	101	6	-5	-10	.	-8	0	1583	0.0
CC1=CC(C)(C)N2C(=O)C3(C(C#N)=C(N)Oc4cc(C)oc(=O)c43)c3cc(C)cc1c32 (stereo not drawn)	-6	.	99	4	5	8	.	9	-1	1651	.
C=CCNC(=O)c1ccccc1NC(=O)c1ccccc1SC	-7	2	104	-3	-5	2	0.74	2	0	1468	-0.3
Cc1nc2c(Cl)c(C)nn2c2c1CCC2	4	-5	102	-1	-2	4	-0.94	1	-9	1566	3.4
COc1ccc(CC(=O)OCC(=O)Nc2ccc(Cl)c(S(=O)(=O)N(C)C)c2)cc1	-3	-9	97	6	-6	-9	-0.036	2	6	1582	3.1
COC(=O)c1ccc(C(=S)N2CCCCC2)cc1	7	-16	102	2	-3	-3	-0.82	3	-2	1508	0.0
Cc1nn(-c2ccccc2)c(Cl)c1/C=N/Nc1nnc(C)c(=O)[nH]1	3	-4	102	0	8	1	.	5	1	1626	-0.2
CC1(C)CC(NC(=O)c2sc3cc(Cl)ccc3c2Cl)CC(C)(C)N1	-13	-1	106	-2	3	-9	-1.2	1	10	1748	0.4
Cc1nc2c(-c3ccccc3)c(C)nn2c(N)c1-c1ccccc1	16	.	94	10	6	-65	.	12	5	1497	-0.2
CC(=O)Nc1ccc(C(=O)OCC(=O)c2ccc(F)cc2)cc1	-16	16	101	-1	3	-9	0.09	-1	7	1587	1.8
Cc1ccc(N(c2ncnc(N)c2[N+](=O)[O-])C2CCCCC2)cc1	-4	.	93	19	4	-2	.	1	12	1804	6.6
CCC1(C)COC(C)(CC(=O)NNC(=O)Nc2ccccc2)OC1 (stereo not drawn)	-8	-4	98	8	-5	-4	-0.41	-1	4	1770	0.3
O=c1nc(N2CCCCCC2)nc(N2CCCCCC2)[nH]1	15	.	102	2	2	4	-0.16	0	7	1542	0.4
O=C(Nc1nnc(CCOCCOCCc2nnc(NC(=O)c3ccco3)s2)s1)c1ccco1	2	.	102	-4	2	-3	0.37	-6	-5	1506	2.6
Nc1c(C(=O)NCc2ccco2)sc2nc(N3CCOCC3)c3c(c12)CCCC3	1	.	95	8	6	8	-0.43	13	1	1497	1.8
Cc1ccc(C(Sc2ccccc2)C(Cn2cncn2)C(=O)c2ccccc2)cc1 (stereo not drawn)	-2	.	102	5	3	0	.	1	2	1485	3.5
COc1cc(/C=N/NS(=O)(=O)c2ccc3ccccc3c2)ccc1OCCN1CCOCC1	-6	-12	100	2	-8	2	0.36	2	12	1495	-0.3
Cc1cccc(Nc2ccccc2C(=O)O)c1C	2	-10	100	2	7	8	.	2	-3	1485	1.9
CCOc1cc(CNCCc2ccc(S(N)(=O)=O)cc2)ccc1OCC(=O)NC(C)(C)C	4	.	101	5	-1	6	0.54	11	-1	1592	1.6
O=C(CN1C(=O)COc2ccccc21)N1CCc2ccccc21	-8	-15	104	3	6	2	-0.39	-5	0	1692	0.8
COc1ccc(-c2nn(-c3ccccc3)cc2/C=N/N=C(N)N)cc1OC	6	-5	96	3	4	6	-2.4	-1	3	1496	0.8
Cc1ccc(NS(=O)(=O)c2cccc(C(=O)N/N=C/c3ccc4c(c3)OCCO4)c2)c(C)c1	2	-7	98	6	-7	6	1.6	0	6	1530	5.3
N#CCCn1cc(C(N)=O)c(-c2cccs2)n1	14	2	94	12	8	8	0.55	0	6	1749	0.6
C=CCOC(=O)C1=C[C@@H](c2cn(C(C)=O)c3ccccc23)C[C@@H](OCCCCO)O1	-14	-13	.	.	6	34	.	-2	2	1401	1.2
Fc1ccccc1COc1ccc(Br)cc1CNCc1ccncc1	-4	.	100	-2	-2	0	-2.2	-11	2	1368	0.7
COC(=O)c1ccccc1NC(=O)CSc1nnc(-c2ccncc2)o1	14	.	96	11	3	8	.	-2	1	1485	2.1
O=C(COc1ccc(Br)cc1)Nc1ccncc1	-25	.	80	21	-1	0	-1.3	0	-2	1340	0.1
CC(=O)Nc1nc(=S)ss1	-5	-59	101	4	-4	5	.	-1	-3	1519	1.6
S=C(NCCc1ccccn1)Nc1ccccc1Cl	2	-4	83	25	3	6	0.3	9	15	1488	0.8
Cc1ccc(C(=O)NCc2ccccn2)c(Cl)c1	-2	.	103	-2	6	-12	.	6	12	1583	1.5
CC(C)Oc1ccc(CC2CCC(=O)N(C)C2=O)cc1 (stereo not drawn)	1	-10	95	5	1	-8	.	6	8	1764	-0.8
C/C(=N\NC(=O)COc1ccc(C)cc1[N+](=O)[O-])c1cccs1	6	-7	102	5	-2	-5	-2.6*	-3	-1	1686	2.2
COc1cc(/C=C(/C#N)c2ccccc2)ccc1Oc1ccc([N+](=O)[O-])cn1	4	.	76	34	3	11	.	13	18	1600	7.3
CC(C)C(=O)NCc1cc(-c2ccc(Cl)cc2)no1	-14	-28	92	18	4	-11	-0.13	5	12	1721	0.9

Copied from the results shown (two entries):
SMILES	TLR4 MyD88 comp	S1P3 antag	STAT3 act	STAT3 inh	PPARg SRC-1 ag	STAT1 inh	ROMK primary	PPARg SRC-3 ag	PPARg SRC-2 ag	TR-FRET SRC-2 ct	RAM inhibit
C=CCOC(=O)C1=C[C@@H](c2cn(C(C)=O)c3ccccc23)C[C@@H](OCCCCO)O1	-14	-13	.	.	6	34	.	-2	2	1401	1.2
Fc1ccccc1COc1ccc(Br)cc1CNCc1ccncc1	-4	.	100	-2	-2	0	-2.2	-11	2	1368	0.7

New compounds follow
SMILES	TLR4 MyD88 comp	S1P3 antag	STAT3 act	STAT3 inh	PPARg SRC-1 ag	STAT1 inh	ROMK primary	PPARg SRC-3 ag	PPARg SRC-2 ag	TR-FRET SRC-2 ct	RAM inhibit
CCOC(=O)c1cnc2ccc(OC)cc2c1NCCc1ccc(OC)c(OC)c1	8	8	84	18	7	18	-4.1*	2	3	1427	-0.7
O=C(c1n[nH]c2c1CCCC2)n1ccnc1	-4	-17	98	9	5	-1	.	3	10	1775	0.3
O=C(NCc1ccc2c(c1)OCO2)c1ccc(C2SCC(=O)N2Cc2ccco2)cc1 (stereo not drawn)	7	-15	98	5	3	1	-0.12	15	12	1617	3.9
Cc1c(NC(=O)c2ccc(N(Cc3ccccc3)S(C)(=O)=O)cc2)c(=O)n(-c2ccccc2)n1C	-2	-18	97	6	-1	-5	0.23	-5	-2	1535	0.1
